Screens deposited in PubChem by several laboratories.
APP 5UTR inh: APP translation inhibition; SH-SY5Y APP 5'UTR-luciferase reporter, luminescence; inhibition, % at 2 µM; 0.82% of 190,000 active; AID 1285;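 active means inhibition above a set limit, derived from the sample mean plus 3 SD, cut at about 45% in these data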; further: values of inactives mirror those of a sister screen read the other way
TNAP inh noacc: TNAP (human) inhibition, acceptor-free conditions | inhibition, % at 20 µM | purified TNAP, CDP-star luminescence, 30 min | AID 1012 | P05186 | 0.26% of 200,000 active;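 active means tissue-nonspecific alkaline phosphatase inhibition above about 50% at 20 µM in the single-dose screen, limit read from the data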;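 further: 0% = DMSO negative control and 100% = EDTA positive control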
Target sequence (P05186 whole entry, looked up): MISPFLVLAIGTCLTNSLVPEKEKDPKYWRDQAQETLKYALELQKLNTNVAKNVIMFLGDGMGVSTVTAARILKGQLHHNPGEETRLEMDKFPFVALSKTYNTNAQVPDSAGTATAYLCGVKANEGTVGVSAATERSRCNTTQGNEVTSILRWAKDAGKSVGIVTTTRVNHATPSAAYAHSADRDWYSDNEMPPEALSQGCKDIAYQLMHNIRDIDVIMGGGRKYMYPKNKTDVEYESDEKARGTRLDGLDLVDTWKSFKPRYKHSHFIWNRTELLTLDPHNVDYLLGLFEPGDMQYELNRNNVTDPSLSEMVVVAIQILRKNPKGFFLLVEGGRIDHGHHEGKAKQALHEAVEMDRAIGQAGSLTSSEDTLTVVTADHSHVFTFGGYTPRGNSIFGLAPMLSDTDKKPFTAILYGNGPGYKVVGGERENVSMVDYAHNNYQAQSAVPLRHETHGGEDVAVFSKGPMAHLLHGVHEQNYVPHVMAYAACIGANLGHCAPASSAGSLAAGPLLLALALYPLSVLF
TNAP inh hi DEA: blocks human TNAP under high phosphate acceptor concentration; 0.03% of 200,000 active; purified TNAP, CDP-star luminescence, 1 M DEA; P05186; inhibition, % at 20 µM;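 active means over 50% inhibition of tissue-nonspecific alkaline phosphatase at 20 µM in the single-dose screen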;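 further: plate controls were DMSO wells for no effect and EDTA-quenched wells as full inhibition for full effect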
L major viab: reduces viability of Leishmania major promastigotes. resazurin fluorescence viability. 9% of 200,000 active. AID 1063. inhibition, % at 10 µM; in the data active means inhibition above about 50%;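 further: promastigotes grown with compound for 44 hours at 28 °C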
bIAP inhibitor: blocks bovine intestinal alkaline phosphatase activity; purified bovine IAP, CDP-star luminescence, 30 min; inhibition, % at 20 µM; 190,000 tested, under 10 active; AID 1019;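 active means over 50% inhibition of intestinal alkaline phosphatase at 20 µM in the single-dose screen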
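test system = bovine IAP enzyme | medium = DEA buffer 100 mM, pH 9.8, with MgCl2 1.0 mM, ZnCl2 0.02 mM | detection = luminescence | dosing = single compound dose of 20 µM, 2% DMSO final | incubation = 30 min reaction at room temperature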
bIAP act: increases bovine intestinal alkaline phosphatase activity. activation factor at 20 µM. 0.17% of 200,000 active. purified bovine IAP, CDP-star luminescence, 30 min; hits give high values; fold of DMSO-control signal, blank-subtracted;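 active means activation factor of 2 or more at 20 µM, a signal rise over negative controls twice the positive control's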
FLuc inhib CS: Photinus pyralis luciferase inhibition counter-screen; P08659; ATPLite firefly luciferase biochemical luminescence, 10 min; inhibition, % at 10 µM; 1.5% of 200,000 active; AID 1006;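 active means inhibition above about 50% when tested at 10 µM, limit read from the data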
Target sequence (P08659 whole entry, looked up): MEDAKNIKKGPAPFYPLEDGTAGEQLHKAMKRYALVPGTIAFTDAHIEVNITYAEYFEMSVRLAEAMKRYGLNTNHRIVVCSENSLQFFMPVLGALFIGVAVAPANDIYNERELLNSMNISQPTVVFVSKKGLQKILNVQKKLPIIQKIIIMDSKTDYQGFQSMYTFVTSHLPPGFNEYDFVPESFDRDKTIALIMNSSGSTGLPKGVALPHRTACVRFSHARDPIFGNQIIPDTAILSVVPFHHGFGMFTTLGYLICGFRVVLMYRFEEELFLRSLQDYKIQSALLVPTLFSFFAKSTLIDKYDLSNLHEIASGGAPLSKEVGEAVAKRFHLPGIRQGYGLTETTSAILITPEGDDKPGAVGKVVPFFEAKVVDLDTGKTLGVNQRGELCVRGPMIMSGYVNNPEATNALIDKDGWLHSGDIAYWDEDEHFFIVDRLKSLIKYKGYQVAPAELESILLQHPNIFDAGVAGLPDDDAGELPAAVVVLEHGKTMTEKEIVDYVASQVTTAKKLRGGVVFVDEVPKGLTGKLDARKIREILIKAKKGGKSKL
FLuc act counter: firefly luciferase counter-screen for stimulation assays; P08659; activation factor at 10 µM; 200,000 tested, under 10 active; ATPlite luciferase biochemical, luminescence, 10 min; 0 = ATP-free wells, 1 = DMSO control;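 active means luciferase activation factor, scaled between plate controls, of at least 2 with compound at 10 µM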
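test system = cell-free luciferase reagent | medium = PBS as buffer for the ATP substrate | dosing = test compounds dosed from 2 mM stocks in 100% DMSO | incubation = 10 min at ambient temperature | detection = luminescence measurement of luciferase light output | benchmarks = low control with PBS replacing ATP, high control enzyme plus ATP without compound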
RAM network inh: yeast RAM network inhibition; S. cerevisiae dse1pr::URA3 reporter, 5-FOA growth OD615, 2 d; analog-sensitive cbk1-as2 kinase mutant strain; inhibition, % at 50 µM; 1.8% of 190,000 active;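 active means inhibition above a set limit, 3 SD over mean compound inhibition, cut at about 8.4% in these data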;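 further: 0% = DMSO-only wells with no growth and 100% = 10 µM 1-NA-PP1 full growth; inhibition rescues growth on 5-FOA so higher OD means more RAM inhibition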
TNAP act hi DEA: increases human TNAP activity under high phosphate acceptor concentration | purified TNAP, CDP-star luminescence, 1 M DEA, 30 min; hits give high values; 0 = EDTA background, 1 = DMSO-only activity | activation factor at 20 µM | 200,000 tested, under 10 active;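 active means activation factor at least 2 at 20 µM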
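Dosing: 20 µM single point. System: human TNAP. Amount: TNAP 1/800 final. Incubation: 30 min, room temperature. Read-out: TNAP activation factor scaled between EDTA and DMSO control wells. Signal: luminescence from CDP-star hydrolysis. Medium: 1 M DEA, pH 9.8, Mg2+, Zn2+. Control set: EDTA negative control, DMSO positive control.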
An asterisk follows results filed as active. Outcome played no part in choosing rows. About 13% of those tested had a hit in this group.

SMILES,APP 5UTR inh,TNAP inh noacc,TNAP inh hi DEA,L major viab,bIAP inhibitor,bIAP act,FLuc inhib CS,FLuc act counter,RAM network inh,TNAP act hi DEA
Cn1sc(NC(=O)c2ccc(Cl)cc2)nc1=O,-20,-6,2,2,6,0.9,78*,0.2,3.1,1
O=C(O)C1CCCCC1C(=O)NCc1ccc2c(c1)OCO2 (stereo not given),-8,-11,-7,-12,4,1,-6,1.1,1.7,1.1
O=C(CSc1nnc(Cc2csc(Nc3cccc(Cl)c3)n2)o1)N1CCc2ccccc21,11,-13,-10,-2,8,0.9,-10,1.1,5.1,1.1
CCC(CC)C(=O)c1c[nH]c(C(=O)NCCCn2ccnc2)c1,-17,-4,-3,-3,-47,1.5,-6,1.1,0.7,1
COc1ccc(-c2nsc(SCC(=O)NCc3ccc4c(c3)OCO4)n2)cc1,13,-16,1,99*,10,0.9,1,1,6.5,1
O=C(Nc1ccc(Cl)c(Cl)c1)OCc1cnc(Cl)s1,-2,-3,0,-4,-1,1,4,1,4.5,1
CCOc1ccc(CC2CCC(=O)NC2=O)cc1 (stereo not given),-5,-14,2,1,8,0.9,-7,1.1,1.6,1
CCC(C(=O)O)n1nnc(-c2ccc(-c3ccc(OC)cc3)cc2)n1 (stereo not given),7,-7,-5,-1,16,0.8,11,0.9,-1.1,1
CCCN(C(=O)CCl)C1=CCCCC1,-15,-12,-2,5,0,1,-3,1,0.2,1
CCCn1cc(S(=O)(=O)CC(=O)NC2CCCCC2)c2ccccc21,6,-12,-2,4,12,0.9,-4,1,0.9,1
O=C(CN1C(=O)c2ccc([N+](=O)[O-])cc2C1=O)NCc1ccco1,-10,-11,-3,2,4,1,-9,1.1,2.1,1
CCCCNC(=O)CC(C(=O)N1CCc2ccccc21)n1ccnc1 (stereo not given),14,-9,1,88*,2,1,0,1,1.1,1

One compound at a time, from the list above.
O=C(CSc1nnc(Cc2csc(Nc3cccc(Cl)c3)n2)o1)N1CCc2ccccc21 is listed as APP 5UTR inh: 11; TNAP inh noacc: -13; TNAP inh hi DEA: -10; L major viab: -2; bIAP inhibitor: 8; bIAP act: 0.9; FLuc inhib CS: -10; FLuc act counter: 1.1; RAM network inh: 5.1; TNAP act hi DEA: 1.1
O=C(Nc1ccc(Cl)c(Cl)c1)OCc1cnc(Cl)s1 is listed as APP 5UTR inh: -2; TNAP inh noacc: -3; TNAP inh hi DEA: 0; L major viab: -4; bIAP inhibitor: -1; bIAP act: 1; FLuc inhib CS: 4; FLuc act counter: 1; RAM network inh: 4.5; TNAP act hi DEA: 1

Later entries:
SMILES,APP 5UTR inh,TNAP inh noacc,TNAP inh hi DEA,L major viab,bIAP inhibitor,bIAP act,FLuc inhib CS,FLuc act counter,RAM network inh,TNAP act hi DEA
CC1(C)Cc2ccccc2-c2nc(CN3CCOCC3)[nH]c(=O)c21,-4,3,-5,-11,2,1,-9,1.1,-0.6,1
COC(=O)[C@@H](NC(=O)Nc1ccc2c(c1)OCCO2)C(C)C,4,-15,-6,-1,8,0.9,-4,1,0.1,1.1
COc1ccc(NC(=O)COC(=O)c2c3c(nc4ccccc24)CCCC3)cc1,-6,14,-4,94*,5,0.9,4,1,0.9,1
Cc1c(C(=O)NC2CCCc3ccccc32)oc2ccc(S(=O)(=O)N3CCOCC3)cc12 (stereo not given),-21,4,-5,3,-11,1.1,-10,1.1,2.4,1.1
CC(NC(=O)Cn1nnc(-c2ccncc2)n1)c1ccccc1 (stereo not given),-5,-6,5,-1,1,1,-1,1,-0.1,1
Oc1[nH]c2ccccc2c1N=Nc1ccc(C(F)(F)F)cn1,-29,4,4,55*,13,0.9,-3,1,1.2,1
CCC(C)N1C(=O)CCC1C(=O)N1CCN(c2ccccc2F)CC1 (stereo not given),-5,-10,-2,-8,4,1,-7,1.1,1.5,1
COc1ccc(NC(=O)CN(C)S(=O)(=O)c2cccc3cccnc23)cc1,-2,-1,0,-6,8,0.9,-1,1,0.5,1
CCOc1ccc(C(=O)NC(=S)Nc2ccccc2N2CCC(C)CC2)cc1[N+](=O)[O-],5,-11,-3,3,14,0.9,-7,1.1,1.4,1
CC1(C)C2([N+](=O)[O-])CN3CC1([N+](=O)[O-])CN(C2)C3c1ccccc1 (stereo not given),-6,-10,-1,-4,7,0.9,-6,1.1,4.1,1
CC(C)Cc1ccc(C(C)C(=O)Nc2nccs2)cc1 (stereo not given),-4,-2,-4,11,27,0.7,-7,1.1,-0.1,1
CCOc1nc(Nc2ccc(OC)cc2)nc(N2CCOCC2)n1,-12,-3,0,13,1,1,-1,1,5.2,1
Cc1ccc(-n2c(=S)[nH]c3sc4c(c3c2=O)CCc2ccccc2-4)cc1,-30,2,0,-1,20,0.8,-9,1.1,2.5,1
O=C(CCOc1ccccc1F)N1CCN(c2ccccc2O)CC1,-48,-3,5,13,2,1,-6,1.1,0.2,0.9
Brc1ccc(-c2csc(N3CCC(c4ccccc4)C3)n2)cc1 (stereo not given),-14,-14,-8,-4,37,0.6,3,1,5.7,1.1
Brc1cc2c(cc1Cn1c(-c3cncs3)nc3ccccc31)OCO2,-22,-12,-5,-1,9,0.9,-6,1.1,10*,1
CN(C)S(=O)(=O)c1ccc(NC(=O)COC(=O)C2COc3ccccc3O2)cc1 (stereo not given),-4,-8,-2,12,3,1,-6,1.1,0.0,1
Cc1ccc(NC(=O)C(=O)NCCc2c[nH]c3ccccc23)c(C)c1,-5,8,5,-9,-3,1,-3,1,3.5,0.9
O=C(NNC1=NCCC1)C1CC1,-10,-7,-1,0,5,1,-5,1,0.6,1
CCOC(=O)N1CCC(NC(=O)Cn2nc(-c3ccccc3)ccc2=O)CC1,4,-1,-4,-7,2,1,-6,1.1,0.9,1
Cc1cc([N+](=O)[O-])ccc1NC(=O)C(C)N1CCN(c2ccccn2)CC1 (stereo not given),-5,-10,-8,-9,11,0.9,-5,1,0.9,1.1
O=C1CN(C(=O)COC(=O)c2ccccc2NCc2ccco2)c2ccccc2N1,-8,-8,-1,20,36,0.6,-1,1,0.3,1
O=C(Nc1ccccc1C(=O)N1CCOCC1)c1ccc(F)cc1,2,-6,-2,-4,3,1,-2,1,-0.4,1
CCCC(=O)CN1C(=O)C2(OCCO2)c2ccccc21,-17,2,1,-6,-2,1,-4,1,2.0,1
CO/N=C(/CS(=O)Cc1ccccc1Cl)c1ccc(Cl)cc1Cl (stereo not given),8,-8,-5,16,0,1,-4,1,0.9,1.1
CCOC(=O)C1C(=O)NC(N2CCOCC2)=NC1c1ccco1 (stereo not given),-17,-14,-6,-8,9,0.9,-7,1.1,0.8,1.1
Cc1csc(NC(=O)c2c(O)c3c(n(CC(C)C)c2=O)CCCC3)n1,-2,0,4,3,-10,1.1,1,1,2.3,1
COc1cc(OC)cc(C(=O)NCc2n[nH]c(=S)n2-c2ccccc2)c1,8,7,-4,5,-2,1,2,1,1.7,1
COc1ccc([N+](=O)[O-])cc1N(CC(=O)N1CCCC1)S(C)(=O)=O,-7,-1,0,-9,1,1,1,1,-0.5,1
COc1ccc(Cl)cc1NC(=O)CSc1nnc(COc2ccccc2)n1N,22,-11,-4,7,14,0.9,-5,1,2.3,1
O=c1c2c3c(sc2nc2n1CCCCC2)CCCCC3,-30,2,2,5,4,1,6,0.9,-0.2,1
O=C(C[n+]1ccccc1)c1ccc(NC(=O)c2ccccc2)cc1,11,-11,-6,-10,14,0.9,-7,1.1,0.7,1.1
O=C(O)CN(Cc1ccco1)S(=O)(=O)c1ccccc1,-1,-14,-6,-7,8,0.9,-11,1.1,2.6,1.1
C=CCN(CC=C)C(=S)Nc1ccc(OC)c(OC)c1,-9,-2,4,-5,-5,1.1,1,1,0.1,1
C=CCN(C(=O)CN1CCOCC1)c1nc(C)c(-c2ccccc2)s1,-21,-2,-4,-4,-2,1,-6,1.1,-0.4,1
CN1CCN(/N=C/c2ccc(N(c3ccccc3)c3ccccc3)cc2)CC1,0,-5,-2,26,-1,1,-6,1.1,1.8,1
CC(=O)O[C@H]1CC[C@H]2[C@@H]3CCc4cc(O)ccc4[C@H]3CC[C@]12C,-9,-8,-4,-5,10,0.9,0,1,5.9,1
O=C(CC1C(=O)NCCN1C(=O)Nc1ccccc1)Nc1ccc2c(c1)OCCO2 (stereo not given),21,-10,-6,5,2,1,-17,1.2,0.4,1.1
S=C(NCc1ccc2c(c1)OCO2)NCc1ccc2c(c1)OCO2,-12,-18,0,7,20,0.8,-7,1.1,2.2,1
CC(C)OP(=O)(OC(C)C)C1(O)C(=O)Nc2ccc(Br)cc21 (stereo not given),-19,-5,-5,-4,-2,1,-5,1.1,0.1,1.1
COc1ccc(CCN(C)C(=O)CSc2nccn2C)cc1OC,-3,-8,-5,-3,6,0.9,2,1,0.2,1.1
COc1ccc(-c2csc3nc(C(C)C)oc(=O)c23)cc1OC,2,-4,-1,7,-11,1.1,-4,1,1.4,1
CCOc1ccc(C2CC(c3cccc(Cl)c3)n3nc(N)nc3N2)cc1 (stereo not given),-12,-7,-2,67*,11,0.9,-6,1.1,2.7,1
CCOC(=O)C1=C(C)NC(=O)CC1c1cc2c(cc1[N+](=O)[O-])OCO2 (stereo not given),-4,-6,5,8,-8,1.1,2,1,-0.6,0.9
COc1ccccc1C(=O)NC1CCN(C(=S)NCCc2ccccc2)CC1,-4,-8,-7,-1,7,0.9,-8,1.1,0.8,1.1
O=C(Nc1ccccc1)N1CCCN(Cc2ccccc2F)C1,-14,-1,-5,8,4,1,-10,1.1,0.8,1.1
S=C(Nc1ccc2nccnc2c1)N1CCOCC1,1,-4,1,-4,4,1,0,1,2.4,1
CCN1CCN(Cc2ccc(OCc3ccccc3)cc2)CC1,-91,-13,-7,92*,-11,1.1,22,0.8,1.1,1.1
O=C(COC(=O)CC1CCCC1)Nc1ccc(OC(F)F)cc1,-21,-2,2,5,1,1,-1,1,-1.8,1
Cc1ccccc1NC(=O)CCN1CCN(C/C=C/c2ccccc2)CC1,-4,7,-2,88*,-7,1.1,-1,1,0.9,1
CNS(=O)(=O)c1ccc2c(c1)NC(=O)C1CCCN21 (stereo not given),5,-20,0,-3,8,0.9,-2,1,1.7,1
O=C(/C=C/c1cccc(Br)c1)N1CCN(c2ccccn2)CC1,-2,-9,-5,0,12,0.9,-9,1.1,0.8,1.1
O=C(Cc1ccccc1)NCc1n[nH]c(=S)n1-c1ccccc1,-6,8,0,-2,10,0.9,-5,1.1,2.9,1
COc1ccc(C2CC(=O)Nc3cc(C)c(C)cc32)c(OC)c1OC (stereo not given),0,-4,-7,4,4,1,-6,1.1,0.3,1.1
